Assay outcomes from PubChem.
ELG1 DNA repair – ELG1-dependent DNA repair inhibition. HEK293T ELG1-luciferase reporter, luminescence, 16 h; DNA damage induced by 5-fluorouridine. Potency, µM (top dose mostly 46.1 µM), without a hit: at the highest dose activity change, negative = inhibition, most hits filed as inhibitors. 2.3% of 330,000 active. AID 504467; also: potency is read from the fitted curve at half-maximal effect; % is scaled to controls: 0 for no effect and ±100 for the full control effect; nearly all actives have a fitted effect of over 55% in size
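In this reporter screen, reduction of luminescence relative to DMSO vehicle indicated activity. Compounds and 5-fluorouridine were added together to 2,000 cells per well, incubated for 16 hr at 37 °C, then developed with ONE-Glo.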
PTAP TSG101 blk – blocks PTAP/TSG101 interaction to inhibit HIV-1 budding; Q99816; Fluorescence polarization, FITC-PTAP peptide / Tsg101 binding; Potency, µM (titrated, usually from 115 µM), for the others: at the top dose activity change, negative = inhibition, most hits filed as inhibitors; 340,000 tested, under 10 active; AID 493005; active = well fitted inhibition curve with a large enough effect in the main read-out, with a control signal flat, not every such curve was filed as active; inconclusive = small, poorly fitted or top-dose-only effect, or effect the other way, or a change in a side signal; inactive = no such curve, though single readings can be large or run the other way; also: potency is read from the fitted curve at half-maximal effect; % of control where 0% means no effect
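Tsg101 binding domain (10 uM final) was mixed with compound and a FITC-labeled PTAP peptide (50 nM final) in HEPES pH 7.5 buffer with NaCl, Tween 20, EDTA and TCEP; fluorescence polarization was read after 20 min at r.t.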
Chronic BCR inh – inhibitors of chronic active B-cell receptor signaling; ABC-DLBCL IkBa-CBG/CBR reporter, luminescence ratio, 4 h; Potency, µM (top dose mostly 46.1 µM), without a hit: top-dose ratio change, negative = lower green/red ratio, actives largely listed as inhibitors; 0.05% of 340,000 active; active = well fitted inhibition curve with a large enough effect in the signal ratio, with a control signal flat, not every such curve was filed as active; inconclusive = small, poorly fitted or top-dose-only effect, or effect the other way, or a change in a side signal; the % refers to the signal ratio;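 also: potency is read from the fitted curve at half-maximal effect; plate controls were basal doxycycline-induced cells for no effect and cells given 10 µM MG132 for full effect; MG132 reads +100%, hits lower the ratio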
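Doxycycline induced both beetle luciferases in TMD8 lymphoma cells; IKK-driven degradation limits the IkappaBalpha-fused green signal, while red luminescence normalises for cell number and nonspecific effects. Compounds tested up to 46 uM, 4 hrs.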
a7 integrin act – integrin-mediated muscular dystrophy alleviation activation; alpha7betagal myoblasts, beta-gal FDG fluorescence, 48 h; Potency, µM (doses to about 38.3 µM), inactives show at the top dose activation, usual class: activators; 0.064% of 350,000 active; AID 624291;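 also: potency is read from the fitted curve at half-maximal effect; 100% = response of the positive control SU9516; nearly all actives have a fitted effect of over 60% in size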
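Alpha7betagal+/- myoblasts (passage 13) were plated 16-24 hr, then exposed to compounds (1:260 dilution of DMSO stock) for 48 hours at 37C. After MPER lysis, β-galactosidase reporter activity was read as FDG fluorescence (ex 480/em 540) after 30 minutes.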
A-T KAP1 phos – potential ataxia-telangiectasia treatment; Potency, µM (series often up to 57.5 µM), for the others: top-dose activation, usual class: activators; […] A-T fibroblasts, KAP-1 phosphorylation AlphaLISA; neocarzinostatin DNA damage 30 min before lysis; 0.19% of 320,000 active; also: potency is read from the fitted curve at half-maximal effect; % of control where 0% means no effect; nearly all actives have a fitted effect of over 45% in size
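hTERT-immortalized A-T patient fibroblasts ([…]), 500 cells/well in OPTI-MEM, 1% FBS, got compounds for 60 min, then NCS for 30 min at 37C. Lysates were then assayed for phospho-KAP-1 by AlphaLISA (anti-pKAP1 donor, anti-KAP1 acceptor beads), 6 hr at 25C.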
Mito fusion act – inhibitors of mitochondrial division or activators of mitochondrial fusion; 0.23% of 320,000 active; S. cerevisiae fusion-defective mutant growth rescue, CellTiterGlo 48 h; AID 485298; Potency, µM (top dose mostly 46.1 µM), for inactives: top-dose growth rescue (activation), actives largely listed as activators;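 also: potency is read from the fitted curve at half-maximal effect; % of control where 0% means no effect; nearly all actives have a fitted effect of over 45% in size; temperature-sensitive fusion mutants such as fzo1-1 at 37 °C on non-fermentable ethanol glycerol medium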
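Yeast fusion mutant, YPEG (non-fermentable carbon), compound, 48 h at 37C non-permissive; CellTiterGlo added, 10 min RT, luminescence read. Rescued growth = division inhibition.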
TSHR antag – human thyrotropin receptor antagonism. P16473. 0.2% of 330,000 active. AID 504810. TSHR-expressing cells, TSH-stimulated cAMP HTRF, 2 h; hits give low values. activity change, negative = inhibition, % at 11.5 µM;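 active = activity change below a set negative limit, meaning inhibition stronger than a set level, cut at about -70% in these data; inconclusive = activity change between two set negative limits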; also: % is scaled to controls: 0 for no effect and ±100 for the full control effect
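TSHR-expressing cells, 200/well, pre-treated with compound, then stimulated with EC80 TSH (4nM final) for 2 hours at 37 deg C. cAMP measured by competitive HTRF: anti-cAMP cryptate antibody in lysis buffer plus cAMP-d2, read after 30 minutes at room temperature.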
TCR activator – activates T cell receptor signaling. primary human leukocytes, anti-CD3, IL-2 HTRF, 48 h. Potency, µM (top dose mostly 9.22 µM), without a hit: top-dose activation of IL-2 secretion, most hits filed as activators. 330,000 tested, under 10 active; also: % of control where 0% means no effect
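IL-2 release read by HTRF sandwich (Eu cryptate donor, d2 acceptor, 665 nm emission) after 48 hr exposure of primary human leukocytes to compound together with anti-CD3 beads in the absence of co-stimulatory signals.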
S-ASM inh – inhibitors of human secretory acid sphingomyelinase; Potency, µM (doses to about 57.5 µM), inactives show at the top dose activity change, negative = inhibition, hits mostly inhibitors; placental ASM, HMU-PC fluorogenic substrate, 60 min; P17405; AID 504937; 0.006% of 340,000 active; also: potency is read from the fitted curve at half-maximal effect
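Human placenta-derived ASM enzyme was preincubated with compound for 10 minutes at room temperature, then given fluorogenic substrate HMU-PC0 (9 uM final) for 60 minutes at 37 °C; a pH 10 stop preceded fluorescence reading at Ex 386/Em 447 nm.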
Eya2 inh – Eya2 (human) phosphatase inhibition; recombinant Eya2, OMFP fluorescence dephosphorylation (OMFP is methylfluorescein phosphate); 0.006% of 330,000 active; AID 488837; O00167; Potency, µM (highest dose often 76.9 µM), for inactives: at the top dose activity, negative = inhibition, actives largely listed as inhibitors; also: potency is read from the fitted curve at half-maximal effect; % is scaled to controls: 0 for no effect and ±100 for the full control effect
Target sequence (O00167 whole entry, looked up): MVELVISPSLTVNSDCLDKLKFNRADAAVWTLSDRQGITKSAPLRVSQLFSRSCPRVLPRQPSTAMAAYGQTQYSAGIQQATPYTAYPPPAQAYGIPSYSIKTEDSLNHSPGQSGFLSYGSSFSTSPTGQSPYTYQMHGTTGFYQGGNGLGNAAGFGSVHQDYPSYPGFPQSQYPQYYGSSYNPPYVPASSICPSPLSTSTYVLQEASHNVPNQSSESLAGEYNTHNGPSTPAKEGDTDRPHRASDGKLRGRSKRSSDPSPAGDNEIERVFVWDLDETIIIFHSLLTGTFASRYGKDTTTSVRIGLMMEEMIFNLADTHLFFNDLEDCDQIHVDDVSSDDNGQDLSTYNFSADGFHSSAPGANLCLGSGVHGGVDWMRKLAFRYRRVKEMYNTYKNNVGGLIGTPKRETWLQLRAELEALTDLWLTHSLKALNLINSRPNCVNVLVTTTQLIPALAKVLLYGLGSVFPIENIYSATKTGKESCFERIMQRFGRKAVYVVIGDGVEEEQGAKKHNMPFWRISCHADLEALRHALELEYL
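Eya2 (0.2 uM) preincubated 10 min at ambient with compound, then OMFP substrate added at 50 uM; 10 min reaction in 50 mM HEPES pH 7.5, 50 mM NaCl, 5 uM MgCl2, 0.05% BSA, 1 mM DTT. Fluorescence read at Ex 485/Em 525 nm.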
Tb PFK inh – inhibitors of T. brucei phosphofructokinase. O15648. T. brucei PFK, ADP-Glo luminescence. Potency, µM (highest dose often 57.5 µM), without a hit: top-dose activity, negative = inhibition, usual class: inhibitors. 0.17% of 330,000 active. AID 485367;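 also: potency is read from the fitted curve at half-maximal effect; 0% = uninhibited 1x PFK enzyme wells and -100% = no-enzyme wells; nearly all actives have a fitted effect of over 60% in size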
Target sequence (O15648 whole entry, looked up): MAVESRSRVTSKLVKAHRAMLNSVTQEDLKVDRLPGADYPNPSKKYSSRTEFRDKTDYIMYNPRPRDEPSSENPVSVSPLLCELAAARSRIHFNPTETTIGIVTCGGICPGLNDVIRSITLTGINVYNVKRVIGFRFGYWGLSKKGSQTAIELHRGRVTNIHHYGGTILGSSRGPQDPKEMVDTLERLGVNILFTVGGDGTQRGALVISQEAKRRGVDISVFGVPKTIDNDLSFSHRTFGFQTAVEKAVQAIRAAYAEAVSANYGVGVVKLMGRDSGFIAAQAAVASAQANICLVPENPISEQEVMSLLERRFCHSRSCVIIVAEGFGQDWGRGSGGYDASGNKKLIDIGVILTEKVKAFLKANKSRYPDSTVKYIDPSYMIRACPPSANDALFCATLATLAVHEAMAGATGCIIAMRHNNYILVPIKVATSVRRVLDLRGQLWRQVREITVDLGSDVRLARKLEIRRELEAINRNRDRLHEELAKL
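ADP-Glo luminescence quantified ADP after 45 min at room temperature, with 1.25 nM T. brucei PFK, 0.1 mM ATP and 0.5 mM fructose-6-phosphate in pH 8.0 TEA buffer. qHTS titrations up to 57 µM; curves classified by quality.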
* hit, by the source's call; ? = inconclusive; · = no result given; [ ] = dose if it differs, or a comment. Unless noted, calls follow the shape of the dose curve; as a rule, active = well fitted curve in the direction sought with a large enough effect; inconclusive = small, poorly fitted or top-dose-only effect, or another doubt; inactive = no such curve, though single readings can be large; an effect the other way counts as inactive or inconclusive.

canonical_smiles	ELG1 DNA repair	PTAP TSG101 blk	Chronic BCR inh	a7 integrin act	A-T KAP1 phos	Mito fusion act	TSHR antag	TCR activator	S-ASM inh	Eya2 inh	Tb PFK inh
Cc1ccc(-c2nc(CSCC(=O)N3CCN(C(=O)c4ccco4)CC3)c(C)o2)cc1	?	-3%	22%	-21%	-3%	1%	9	4%	-2%	-6%	-7%
COc1ccc(C(=O)Nc2ccc(NC(=O)c3ccccc3OC)nc2)cc1	?	-5%	0%	12%	6%	2%	-19	-3%	-14%	-4%	5%
O=C(c1cc([N+](=O)[O-])cc([N+](=O)[O-])c1)N1CCCc2ccccc21	-11%	1%	8%	-562%[inhibitor]	4%	-1%	-1	0%	-5%	-1%	-2%
COc1cc(C(C(=O)NC2CCCC2)N(C(=O)c2ccco2)c2ccccc2C(C)=O)cc(OC)c1OC (configuration not stated)	-2%	-2%	10%	6%	1%	-3%	12	-3%	-2%	2%	0%
O=C(CNC(=O)N1CC(=O)Nc2ccccc21)Nc1ccc(Cl)cc1	4%	-2%	-25%	29%	1%	1%	3	1%	-1%	9%	-7%
CCC(=O)Nc1nc2nc(C)cc(=O)n2[nH]1	0%	-2%	-1%	10%	·	3%	-2	-1%	5%	-7%	3%
CCn1cc(/C=N\NC(=O)c2cc(-c3ccccc3OC)nc3ccccc23)c(C)n1	?	-3%	-7%	-11%	-10%	11%	-14	1%[46.1 µM]	-1%	5%	-2%
OC(COc1c(F)cc(Br)cc1F)CN1CCc2ccccc2C1 (configuration not stated)	-10%	-2%	-2%	-6%	5%	-11%	5	-9%	7%	4%	1%
Cc1ccc2nc(-c3ccco3)c(Nc3ccccc3)n2c1	7%	?	?	0%	-2%	-5%	-2	8%[46.1 µM]	114%[activator]	5%	5%
C#CCn1c(=NC(=O)c2ccc(S(=O)(=O)N3CCCc4ccccc43)cc2)sc2cc(S(N)(=O)=O)ccc21	-10%	3%	10%	-7%	-9%	-2%	-3	-4%[46.1 µM]	-3%	-4%	0%
COc1ccc(S(=O)(=O)NC(CC(=O)N2CCc3ccccc32)c2ccco2)cc1 (configuration not stated)	-1%	-3%	-2%	-4%	-2%	3%	-7	-10%	2%	-4%	-9%
Cc1cc(CCC(=O)O)c(C)cc1CCC(=O)O	7%	1%	1%	5%	4%	1%	32	-6%	3%	13%	5%
CC(=O)Nc1ccc(C2NC(=O)c3ccccc3O2)cc1 (configuration not stated)	-5%	-4%	-1%	6%	1%	1%	-12	-4%	-1%	-5%	-1%
C[C@H](CO)N1C[C@H](C)[C@@H](CN(C)C)Oc2c(NS(=O)(=O)c3ccccc3)cccc2C1=O	14%	-1%	1%	-7%	-2%	·	-3	3%	5%	-24%	-2%
CC(C)c1ccc(NC(=O)C(c2ccccc2)N(Cc2ccco2)C(=O)CC2NC(=O)NC2=O)cc1 (configuration not stated)	?	0%	19%	-15%	-1%	-12%	6	1%	-12%	-16%	3%
CN(c1ccccc1)S(=O)(=O)c1ccc(Cl)nc1	9%	-1%	11%	-24%	3%	-2%	0	-5%	-4%	16%	1%

Pulled by compound from the entries so far, three records:
canonical_smiles	ELG1 DNA repair	PTAP TSG101 blk	Chronic BCR inh	a7 integrin act	A-T KAP1 phos	Mito fusion act	TSHR antag	TCR activator	S-ASM inh	Eya2 inh	Tb PFK inh
COc1ccc(S(=O)(=O)NC(CC(=O)N2CCc3ccccc32)c2ccco2)cc1 (configuration not stated)	-1%	-3%	-2%	-4%	-2%	3%	-7	-10%	2%	-4%	-9%
CC(C)c1ccc(NC(=O)C(c2ccccc2)N(Cc2ccco2)C(=O)CC2NC(=O)NC2=O)cc1 (configuration not stated)	?	0%	19%	-15%	-1%	-12%	6	1%	-12%	-16%	3%
Cc1cc(CCC(=O)O)c(C)cc1CCC(=O)O	7%	1%	1%	5%	4%	1%	32	-6%	3%	13%	5%

Following part.
mol	ELG1 DNA repair	PTAP TSG101 blk	Chronic BCR inh	a7 integrin act	A-T KAP1 phos	Mito fusion act	TSHR antag	TCR activator	S-ASM inh	Eya2 inh	Tb PFK inh
CN(c1ccc(C(=O)Nc2ccccc2Sc2ccccc2)cc1)S(C)(=O)=O	-2%	-3%	?	-4%	0%	15%	27	12%	-17%	-2%	1%
O=C(c1ccc(N2C(=O)c3ccccc3C2=O)cc1)N1CCCCC1	10%	0%	?	?	-6%	0%	0	0%	4%	22%	-10%
C/C(=N\Nc1ccc(F)cc1F)c1cccs1	?	·	?	·	5%	6%	22	·	·	12%	-4%
Cc1ccc(N(CC(=O)NCC2CCCO2)C(=O)CCC(=O)Nc2nccs2)cc1 (configuration not stated)	11%	-5%	?	10%	9%	-4%	-8	7%	-5%	-4%	-1%
Cc1onc(-c2ccccc2)c1C(=O)NNC(=S)NC(=O)c1ccc(Cl)cc1Cl	22%	-3%	-11%	-13%	-6%	-3%	-7	10%[46.1 µM]	-12%	9%	-17%
CCOn1c(-n2nc(C)cc2C)nc2ccccc2c1=O	5%	-6%	-7%	0%	3%	0%	0	1%	1%	23%	0%
O=C(Nc1ccccc1)Nc1cc(OCC(F)(F)F)cc(OCC(F)(F)F)c1	?	-2%	?	-70%[inhibitor]	11%	-19%	-38	-3%[46.1 µM]	-25%	-12%	-3%
CCOC(=O)C1CCCN(S(=O)(=O)c2ccc3c(c2)N(C(C)=O)CCO3)C1 (configuration not stated)	13%	1%	-8%	9%	5%	3%	-12	2%	3%	7%	-4%
O=C(/C(=C(/[O-])c1ccccc1)[n+]1ccccc1)c1ccc([N+](=O)[O-])cc1	2%	-4%	3%	?	23%	2%	0	2%[46.1 µM]	0%	1%	0%
O=C(Cn1cncn1)N/N=C/c1cccnc1	5%	0%	2%	5%	-9%	0%	1	0%	-1%	-1%	-5%
COc1ccc(C2=CC(=O)C[C@H](c3ccc(F)cc3)C2)cc1F	?	-5%	8%	-1%	17%	21%	0	16%	-7%	-21%	?
Cc1c(C(=O)NCc2ccco2)sc2nc(-c3ccccc3)cn12	?	-5%	?	-1%	6%	12%	3	-5%	-12%	-21%	-9%
Cc1cccc(S(=O)(=O)CC(=O)Nc2nc(-c3ccccc3)cs2)c1	?	-4%	?	4%	·	12%	-2	-7%	-12%	4%	0%
CS(=O)(=O)c1ccc(-c2nnc(NC(=O)c3cccc(N4C(=O)CCC4=O)c3)o2)cc1	13%	-4%	3%	0%	-20%	-6%	-3	4%	3%	-4%	-1%
COC(=O)COc1ccccc1C(N)=O	13%	-3%	3%	3%	-3%	0%	6	-4%	-5%	10%	0%
CCOC(=O)N1CCN(Cc2nc(Cc3cccc(F)c3)no2)CC1	23%	3%	6%	-56%[inhibitor]	7%	3%[9.22 µM]	24	0%	-1%	-6%	-4%
Cc1nc(C)c(-c2csc(NCc3ccccc3)n2)s1	0%	-3%	?	-5%	0%	?	-19	-6%	1%	-8%	-1%
Cc1nc(C(C)NC(=O)c2cc(COc3ccc(C)c(C)c3)on2)c(C)s1 (configuration not stated)	?	2%	-1%	31%	0%	9%	-7	1%	2%	-2%	-1%
